Screens (PubChem)
FAS-TE inh: FAS thioesterase (human) inhibition; recombinant FAS-TE, OMFH fluorogenic substrate, fluorescence endpoint; inhibition, % at 15 µM; actives 0.67% (n = 360,000); AID 602261;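 active means compounds whose normalised, plate-corrected inhibition of enzyme fluorescence in the single-dose primary screen is 50% or more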;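 further: 0% = DMSO with enzyme and 100% = substrate without enzyme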
Target sequence (P49327 whole entry, looked up): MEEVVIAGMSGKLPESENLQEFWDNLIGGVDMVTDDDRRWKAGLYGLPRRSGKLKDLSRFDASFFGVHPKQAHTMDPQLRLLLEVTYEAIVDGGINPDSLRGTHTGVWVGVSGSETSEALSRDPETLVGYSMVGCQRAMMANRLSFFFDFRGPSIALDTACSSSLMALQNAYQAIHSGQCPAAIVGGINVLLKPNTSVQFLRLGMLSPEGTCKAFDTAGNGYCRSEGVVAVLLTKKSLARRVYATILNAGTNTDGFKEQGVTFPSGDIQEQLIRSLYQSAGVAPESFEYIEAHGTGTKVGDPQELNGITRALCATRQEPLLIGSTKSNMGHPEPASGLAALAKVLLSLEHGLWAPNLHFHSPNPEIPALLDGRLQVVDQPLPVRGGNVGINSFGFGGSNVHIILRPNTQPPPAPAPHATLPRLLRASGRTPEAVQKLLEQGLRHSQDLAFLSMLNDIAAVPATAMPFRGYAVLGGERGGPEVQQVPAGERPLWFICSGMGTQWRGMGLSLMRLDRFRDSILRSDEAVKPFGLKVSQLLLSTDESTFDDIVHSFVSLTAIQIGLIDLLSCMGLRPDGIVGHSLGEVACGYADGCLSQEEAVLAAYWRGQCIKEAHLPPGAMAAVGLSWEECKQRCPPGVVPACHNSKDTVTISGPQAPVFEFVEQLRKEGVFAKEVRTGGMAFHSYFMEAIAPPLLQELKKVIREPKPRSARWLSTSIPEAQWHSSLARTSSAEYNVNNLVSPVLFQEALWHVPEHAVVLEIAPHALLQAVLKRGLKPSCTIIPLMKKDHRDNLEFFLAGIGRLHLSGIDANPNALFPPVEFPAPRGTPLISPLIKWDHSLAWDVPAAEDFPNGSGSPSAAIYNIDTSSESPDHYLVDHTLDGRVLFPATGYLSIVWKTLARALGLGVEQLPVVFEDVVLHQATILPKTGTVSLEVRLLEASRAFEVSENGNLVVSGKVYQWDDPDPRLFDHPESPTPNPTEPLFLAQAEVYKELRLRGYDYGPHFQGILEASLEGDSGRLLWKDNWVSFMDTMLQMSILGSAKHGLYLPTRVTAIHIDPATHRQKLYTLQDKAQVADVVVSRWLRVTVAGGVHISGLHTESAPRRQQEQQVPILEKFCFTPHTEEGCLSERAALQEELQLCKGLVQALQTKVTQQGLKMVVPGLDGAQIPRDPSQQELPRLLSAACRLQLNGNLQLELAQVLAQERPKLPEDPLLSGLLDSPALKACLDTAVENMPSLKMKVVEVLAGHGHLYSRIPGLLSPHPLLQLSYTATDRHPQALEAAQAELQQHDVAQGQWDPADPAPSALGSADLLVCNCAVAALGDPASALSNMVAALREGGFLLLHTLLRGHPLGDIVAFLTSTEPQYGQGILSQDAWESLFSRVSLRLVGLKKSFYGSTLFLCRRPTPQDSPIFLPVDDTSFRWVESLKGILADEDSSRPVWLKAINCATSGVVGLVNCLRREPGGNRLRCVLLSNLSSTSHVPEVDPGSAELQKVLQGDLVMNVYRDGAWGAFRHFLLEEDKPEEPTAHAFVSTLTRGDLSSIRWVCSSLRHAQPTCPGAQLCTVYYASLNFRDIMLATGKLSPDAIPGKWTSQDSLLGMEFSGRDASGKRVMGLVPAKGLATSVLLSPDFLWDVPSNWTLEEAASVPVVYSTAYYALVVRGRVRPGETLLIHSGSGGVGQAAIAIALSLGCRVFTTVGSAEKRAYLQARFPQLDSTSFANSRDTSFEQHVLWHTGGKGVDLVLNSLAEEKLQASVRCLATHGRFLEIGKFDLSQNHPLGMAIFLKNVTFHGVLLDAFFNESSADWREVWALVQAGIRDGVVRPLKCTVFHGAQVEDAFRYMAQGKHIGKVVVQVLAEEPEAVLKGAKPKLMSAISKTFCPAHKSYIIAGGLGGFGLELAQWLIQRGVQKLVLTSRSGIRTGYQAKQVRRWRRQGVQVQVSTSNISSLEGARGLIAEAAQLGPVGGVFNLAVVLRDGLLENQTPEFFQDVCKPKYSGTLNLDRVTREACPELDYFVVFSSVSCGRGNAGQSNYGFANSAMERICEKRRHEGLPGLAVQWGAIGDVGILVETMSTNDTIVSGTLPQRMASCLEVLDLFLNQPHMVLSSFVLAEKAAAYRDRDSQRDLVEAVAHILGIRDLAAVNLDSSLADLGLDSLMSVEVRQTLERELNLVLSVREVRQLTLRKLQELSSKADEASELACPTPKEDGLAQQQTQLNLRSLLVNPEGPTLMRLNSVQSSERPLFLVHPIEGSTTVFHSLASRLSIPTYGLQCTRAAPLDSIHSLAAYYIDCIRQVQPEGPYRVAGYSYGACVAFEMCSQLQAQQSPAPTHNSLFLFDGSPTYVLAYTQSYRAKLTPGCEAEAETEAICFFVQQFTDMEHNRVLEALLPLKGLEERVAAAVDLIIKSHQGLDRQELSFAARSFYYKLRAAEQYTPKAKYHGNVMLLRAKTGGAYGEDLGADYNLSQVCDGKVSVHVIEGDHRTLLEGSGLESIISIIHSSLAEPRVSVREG
eLon inh: inhibits E. coli Lon protease; actives 0.42% (n = 360,000); AID 602123; inhibition, % at 7.94 µM; purified E. coli Lon protease, fluorescence polarization; P0A9M0; in the data active means inhibition above about 13%, passing the limit was not always enough;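 further: 0% = enzyme with probe and DMSO and 100% = no enzyme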
MsrA act: bovine methionine sulfoxide reductase A activation. activation, % at 10.6 µM. actives 0.3% (n = 360,000). purified bovine MsrA, absorbance read-out; in the data active means activation above about 7.5%;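 further: 0% = vehicle and 100% = reference activator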
MsrA inh: bovine MsrA inhibition; purified bovine MsrA, absorbance read-out; inhibition, % at 15.5 µM; actives 0.75% (n = 360,000); in the data active means inhibition above about 4.5%;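 further: 0% = vehicle wells with enzyme and 100% = reference inhibitor wells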
Neddylation inh: inhibitors of human cullin neddylation; actives 0.58% (n = 360,000); P61081+Q13564; TR-FRET cullin neddylation, biochemical; calls only at 25 µM; in the data active means inhibition above about 36%
CSN deneddyl inh: CSN deneddylation inhibition; inhibition, % at 12.5 µM; Q92905; Purified CSN, SCF-Nedd8-OG deneddylation, fluorescence polarization; AID 651999; actives 0.38% (n = 360,000);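 active means pattern-corrected inhibition above about 35%, with an unprinted fluorescence ratio check between 0.5 and 1.5, limit read from the data, passing the limit was not always enough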;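 further: 0% = enzyme with substrate and 100% = substrate without enzyme; some results filed as inactive read as strong as hits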
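Test system: purified human Csn5 enzyme expressed in HEK293T cells. Amount: 0.24 nM enzyme. Reagent: SCFSkp2-Nedd8OG substrate at 10 nM final. Schedule: 90 min incubation of compound, enzyme and substrate at room temperature. Detection: fluorescence polarization. Read-out: % inhibition of substrate cleavage by Csn5.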
Rin1-Abl PPI inh: blocks binding of human Rin1 to Abl; P00519+Q13671; TR-FRET Rin1/Abl binding, biochemical; inhibition, % at 7.35 µM; actives 0.4% (n = 360,000); in the data active means inhibition above about 5%, passing the limit was not always enough
PABP1 MLLE inh: inhibitors of microRNA-mediated deadenylation, human PABP1 MLLE binding. GST-MLLE / FITC-PAM2 fluorescence polarization. inhibition, % at 20 µM. actives 0.36% (n = 360,000); in the data active means inhibition above about 35%, passing the limit was not always enough;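 further: plate controls were DMSO wells with GST-MLLE for no effect and wells lacking GST-MLLE protein for full effect; some results filed as inactive read as strong as hits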
TbMetRS inhib: Trypanosoma brucei MetRS inhibition; purified T. brucei MetRS, ATP depletion, Kinase-Glo luminescence; inhibition, % at 11.9 µM; actives 0.4% (n = 360,000); AID 624268;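 active means inhibition above a per-plate cutoff of the control wells' mean inhibition plus 3 SD, cut at about 5.5% in these data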;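 further: 0% = DMSO wells median and 100% = median of wells with control inhibitor compound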
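Test system – parasite MetRS enzyme · Reagent – substrates ATP, L-methionine and bulk Escherichia coli tRNA · Doses – 11.9 µM compound single dose, 0.9% DMSO · Times – 15 min enzyme-compound preincubation, 2 h reaction, 10 min detection, 25 °C · Signal – Kinase-Glo luminescence, ATP depletion format · Controls – DMSO-only wells as low control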
* = called active by the depositor; i = inactive; . = no result given; + = active, no number.

SMILES | FAS-TE inh | eLon inh | MsrA act | MsrA inh | Neddylation inh | CSN deneddyl inh | Rin1-Abl PPI inh | PABP1 MLLE inh | TbMetRS inhib
Cc1cnc(NS(=O)(=O)c2ccccc2)c(C)n1 | -4 | 2 | -2 | 1.3 | i | 5 | 1 | -15 | 0.0
O=C(COc1ccccc1F)Nc1ccc(S(=O)(=O)N2CCCC2)cc1 | 4 | -9 | -2 | -0.6 | i | -5 | 0 | 15 | 0.0
O=S(=O)(c1ccccc1)N1CCN=C1SCc1ccccc1 | 16 | -6 | -10 | -1.2 | i | 2 | 2 | 1 | -1.0
Nc1ccc2nc(SCC(=O)N3CCN(c4ccccc4)CC3)sc2c1 | 2 | 0 | 0 | 0.0 | i | 4 | 1 | -19 | -0.2
CC(C)CC1OC(C)CC2=C1C(=O)OC(C)(C)O2 (centres undefined) | -5 | 5 | -1 | -1.3 | i | -3 | . | . | -0.9
O=c1ccc(-c2n[nH]c(=S)n2-c2ccc(F)c(Cl)c2)n[nH]1 | 0 | -5 | 2 | 1.8 | i | -13 | 1 | -50 | 0.0
COC(=O)Cc1ccc(OCC(=O)Nc2ccc(OC(F)(F)F)cc2)cc1 | 13 | -3 | 1 | -0.1 | i | -8 | 3 | 3 | -1.0
CCOc1[nH]n(-c2ccc(Cl)cc2)c(=O)c1C=Nc1ccc(O)cc1 | -4 | 1 | -3 | 1.3 | i | -4 | 1 | 0 | -0.1
CCOC(=O)c1ccc(-c2ccc(/C=N/NC(=O)CN(c3ccccc3Br)S(C)(=O)=O)o2)cc1 | 46 | -2 | 1 | 0.4 | . | -7 | 0 | -3 | 0.0
Cc1c(C(=O)Nc2ccncc2)sc2nc(-c3ccccc3)cn12 | 0 | -16 | 2 | 0.3 | i | 3 | -5 | -6 | -0.8
Cc1cc(C)c(OCC(=O)Nc2ccc(NC(=O)c3ccco3)cc2)c([N+](=O)[O-])c1 | -8 | -18 | -11 | 0.4 | i | 2 | -3 | -12 | -0.7
CCOc1ccccc1C1C(C#N)=C(N)Oc2cc(N)ccc21 (centres undefined) | -6 | -24 | -3 | -0.5 | + | 5 | -1 | -4 | 0.8
Cc1cc(C)cc(N2C(=O)CC(c3ccccc3)CC2=O)c1 | -9 | -11 | -5 | 0.5 | i | -2 | 1 | 3 | -0.4
Cc1ccc(S(=O)(=O)N2CC(=O)Nc3ccccc32)cc1 | -6 | -6 | -2 | -0.3 | i | -4 | 1 | -5 | -0.7
NCCCC[C@H]1CNC(=O)C(=O)N1CCC12CC3CC(CC(C3)C1)C2 | -4 | 2 | -2 | -0.2 | i | -3 | 4 | 2 | -0.2
Cc1cc(C)cc(NC(=S)NCC2CCN(C(C)c3ccccc3)C2)c1 (centres undefined) | -4 | -3 | -12 | -0.9 | i | 5 | -5 | 10 | -0.2
CC1CC(C)(C)NC2(CCCC2)N1 (centres undefined) | -2 | -3 | -3 | 1.6 | i | -1 | 3 | 7 | -0.4
COc1ccc(CCNC(=O)c2c(O)c3cc(OC)c(OC)cc3[nH]c2=O)cc1OC | -5 | 0 | 0 | 0.1 | i | 0 | -3 | 7 | -0.1
COc1c(O)ccc2cnn(-c3ccccc3C)c(=O)c12 | -6 | 10 | -1 | -0.3 | i | 4 | -4 | 4 | -0.3
Cc1cc(/C=C2\NC(=O)NC2=O)c(C)n1-c1ccc(N2CCOCC2)cc1 | -2 | 13 | -5 | 1.7 | i | 0 | -2 | -33 | -0.3
Cc1ccc(C(=O)N/C(=C\c2ccccc2)C(=O)OCc2ccccc2)cc1 | 26 | -4 | -2 | 0.3 | i | 2 | 2 | -3 | -0.2
O=C(CN1C(=O)c2cccc3cccc1c23)Nc1ccc(S(=O)(=O)N2CCOCC2)cc1 | 6 | 4 | -4 | 0.1 | i | -9 | -3 | 5 | 1.3
S=c1[nH]nc(CCc2ccccc2)n1Cc1ccccc1 | 2 | -8 | -2 | -1.3 | i | 2 | 0 | -7 | 0.2
CCN(CC)CCNC(=O)c1ccc(NC(=O)c2cc(S(=O)(=O)N3CCCCC3)ccc2N2CCOCC2)cc1 | -12 | -7 | -1 | 0.6 | i | 3 | 2 | -102 | -0.3

Nine entries from above, in markdown.
| structure | FAS-TE inh | eLon inh | MsrA act | MsrA inh | Neddylation inh | CSN deneddyl inh | Rin1-Abl PPI inh | PABP1 MLLE inh | TbMetRS inhib |
| --- | --- | --- | --- | --- | --- | --- | --- | --- | --- |
| Cc1cc(C)cc(NC(=S)NCC2CCN(C(C)c3ccccc3)C2)c1 (centres undefined) | -4 | -3 | -12 | -0.9 | i | 5 | -5 | 10 | -0.2 |
| CC1CC(C)(C)NC2(CCCC2)N1 (centres undefined) | -2 | -3 | -3 | 1.6 | i | -1 | 3 | 7 | -0.4 |
| COc1ccc(CCNC(=O)c2c(O)c3cc(OC)c(OC)cc3[nH]c2=O)cc1OC | -5 | 0 | 0 | 0.1 | i | 0 | -3 | 7 | -0.1 |
| COc1c(O)ccc2cnn(-c3ccccc3C)c(=O)c12 | -6 | 10 | -1 | -0.3 | i | 4 | -4 | 4 | -0.3 |
| Cc1cc(/C=C2\NC(=O)NC2=O)c(C)n1-c1ccc(N2CCOCC2)cc1 | -2 | 13 | -5 | 1.7 | i | 0 | -2 | -33 | -0.3 |
| Cc1ccc(C(=O)N/C(=C\c2ccccc2)C(=O)OCc2ccccc2)cc1 | 26 | -4 | -2 | 0.3 | i | 2 | 2 | -3 | -0.2 |
| O=C(CN1C(=O)c2cccc3cccc1c23)Nc1ccc(S(=O)(=O)N2CCOCC2)cc1 | 6 | 4 | -4 | 0.1 | i | -9 | -3 | 5 | 1.3 |
| S=c1[nH]nc(CCc2ccccc2)n1Cc1ccccc1 | 2 | -8 | -2 | -1.3 | i | 2 | 0 | -7 | 0.2 |
| CCN(CC)CCNC(=O)c1ccc(NC(=O)c2cc(S(=O)(=O)N3CCCCC3)ccc2N2CCOCC2)cc1 | -12 | -7 | -1 | 0.6 | i | 3 | 2 | -102 | -0.3 |

Next part.
SMILES | FAS-TE inh | eLon inh | MsrA act | MsrA inh | Neddylation inh | CSN deneddyl inh | Rin1-Abl PPI inh | PABP1 MLLE inh | TbMetRS inhib
CCOC(=O)c1c(NC(=O)COC(=O)c2nccnc2N)sc2c1CCC2 | -5 | 8 | -9 | 2.0 | i | 12 | -2 | 20 | -0.7
COc1cccc(NC(=O)C(Cc2ccccc2)n2cccc2)c1 (centres undefined) | 17 | 1 | -1 | -0.2 | i | 1 | -1 | 4 | -0.5
COc1ccc([N+](=O)[O-])cc1NC(=O)C(C)OC(=O)C1CCC1 (centres undefined) | 31 | 3 | -7 | 2.1 | i | 2 | 1 | 6 | -0.5
O=C(NCCc1ccccc1)c1cccc(S(=O)(=O)NCc2ccccc2)c1 | 2 | 2 | -3 | 1.8 | i | -5 | 0 | 1 | 0.0
Cc1cccc(CN2CCCC(C(=O)c3ccc4c5c(cccc35)CC4)C2)n1 (centres undefined) | 0 | 8 | -2 | -1.1 | . | 2 | -3 | -3 | -0.3
COc1ccc2cc3[n+](cc2c1O)CCc1cc2c(cc1-3)OCO2 | -6 | 8 | 2 | -1.5 | i | 6 | . | . | 0.7
CC(C)c1ccc(COC(=O)CN2C(=O)NC3(CCCCC3C)C2=O)cc1 (centres undefined) | 26 | -5 | -1 | 1.1 | i | -1 | 4 | 1 | -0.3
Cc1cccn2c(=O)c3cc(C(=O)NCc4ccc(F)cc4)c(=N)n(CCCN4CCOCC4)c3nc12 | 1 | 2 | -5 | 0.2 | . | 1 | -8 | -17 | 0.0
CC(=O)c1sc(NC(=O)c2ccc(C)c(C)c2)nc1C | -2 | 2 | -6 | 1.4 | i | 5 | -2 | -1 | -0.3
O=C(CC1SC(=O)NC1=O)Nc1ccc(Cl)cc1 (centres undefined) | -5 | -13 | -1 | -1.5 | i | -1 | 2 | 29 | 0.3
COC(=O)Oc1ccc(/C=N/NC(=O)CN(c2ccccc2Br)S(C)(=O)=O)cc1OC | 0 | -3 | -3 | -1.5 | i | -3 | 0 | 1 | -0.8
C#CCOCCOCCOCCNc1nc(N2CCN(C(=O)Cn3cc(CCCN=C(N)N)nn3)CC2)nc(N2CCN(C(=O)[C@H](CCCCN)n3cc(CCCC)nn3)CC2)n1 | 2 | -8 | 2 | -0.1 | i | 5 | 5 | 6 | -0.4
O=C(O)Cc1ccc(NS(=O)(=O)c2c(Cl)cccc2Cl)cc1 | -6 | -5 | -3 | 0.2 | i | 2 | 2 | 4 | -0.5
CCCc1noc(-c2ccc(-c3ccccc3)cc2)n1 | 14 | -4 | -2 | -0.8 | i | 2 | 3 | -30 | -0.7
CCC1=C(OC(=O)N(CC)CC)N2C(=O)OC(=NCC3CC3)[C@]2(Cc2ccccc2)[C@H]2C1=CC[C@H]1C(=O)N(C)C(=O)[C@H]12 | 4 | 7 | -1 | 0.2 | i | 3 | 3 | -3 | -0.4
O=C(Nc1nnc(CCc2ccccc2)s1)c1cccs1 | -5 | -8 | -1 | -0.7 | i | 1 | 0 | 14 | 0.0
COc1cccc(C(=O)N2CCC(n3nccc3NC(=O)CCOc3ccccc3)CC2)c1 | -4 | -14 | -2 | -0.1 | i | -1 | 4 | 5 | -0.1
COc1cccc(C(=O)Nc2ccc(C(=O)O)cc2)c1 | -10 | 2 | -9 | 1.9 | i | 5 | 3 | 4 | -1.1
Cc1ccc(OCC(=O)O/N=C(\N)Cc2ccc(Cl)cc2)cc1 | 4 | -5 | -5 | -0.2 | i | 3 | 1 | -3 | -0.4
CN1C(=O)C(C(=O)NC(C)(C)C)C2c3ccccc3OC13CCCCC23 (centres undefined) | -3 | 0 | 0 | 0.2 | i | -4 | -4 | 1 | -0.6
O=C(COC(=O)c1ccc(Br)o1)NC12CC3CC(CC(C3)C1)C2 | 6 | -12 | -5 | 0.1 | i | 1 | 3 | 5 | -0.3
CCOc1ccccc1NC(=O)CCNC(=O)C1CCN(S(=O)(=O)c2ccccc2)CC1 | 7 | 1 | -1 | 0.5 | i | 0 | -1 | -5 | 0.3
COC(=O)c1c(C)[nH]c(C=O)c1-c1ccccc1 | -1 | -10 | -10 | -0.3 | i | -3 | -3 | 1 | 3.8
O=C(O)CC1C(=O)NCCN1C/C=C/c1ccccc1 (centres undefined) | 0 | 6 | -1 | 0.7 | i | -3 | 2 | 0 | -0.5
CCC(=O)Nc1cccc(C(=O)/C=C/c2ccccc2)c1 | -2 | -1 | -12 | 2.1 | i | 17 | -1 | 3 | -1.7
O=C1NC2(CCCCCC2)Oc2ccccc21 | -12 | -8 | -12 | 1.4 | i | -5 | -2 | -7 | -0.7
O=S(=O)(Nc1ccccc1O)c1ccc(-c2ccccc2)cc1 | 6 | 5 | -4 | -0.1 | i | 8 | 2 | 12 | 0.3
O=C(O)C(Oc1ccc2c(-c3ccccc3)cc(=O)oc2c1)c1ccccc1 (centres undefined) | -2 | 1 | -2 | 2.3 | i | 5 | -3 | -3 | 0.6
O=C(CCc1ccccc1)NCc1cccnc1 | -7 | 1 | -4 | -0.6 | i | -2 | -1 | -4 | 0.1
CC(C)(CN1CCN(c2ccccc2)CC1)NS(=O)(=O)c1ccccc1 | 6 | -14 | -6 | 0.1 | i | 0 | -1 | -19 | -0.3
